Wnt act: activates Wnt/beta-catenin signaling in a reporter cell assay; activator, plate reader; activation, % at 9.35 µM; 300,000 compounds, 1.2% hits; AID 743398; in the data active means activation above about 30%, passing the limit was not always enough;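 further: 0% = neutral control wells and 100% = positive control wells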
Tat transport: blocks Tat-dependent protein export in E. coli. inhibition, % at 10 µM. 340,000 compounds, 0.036% hits. E. coli MC4100 TorA-mCherry Tat export, fluorescence. AID 488895;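 active means mean replicate inhibition at least 50% and at least half of replicates individually reaching 50%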;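 further: exported cargo escapes ClpAP degradation while cytoplasmic cargo is degraded and loses fluorescence; 0% = median of neutral control wells and 100% = median of NaSCN control wells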
phage Ecoli inh: E. coli growth loss with phage present | 360,000 compounds, 0.26% hits | growth absorbance | inhibition, % at 11.9 µM | AID 651602; in the data active means inhibition above about 11%
Ecoli viability: counter-screen for AddAB inhibitors: E. coli growth inhibition. E. coli V3065 growth, OD600 absorbance, 18 h. inhibition, % at 11.9 µM. 330,000 compounds, 0.27% hits;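 active means inhibition above the campaign's mean inhibition across all tested compounds plus 3 SD, cut at about 9.9% in these data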;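 further: uninfected addAB+ strain grown without phage in ampicillin broth; 0% = DMSO wells and 100% = ciprofloxacin 0.95 µg/ml wells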
DAGLB inh: diacylglycerol lipase beta (human) inhibition; inhibition, % at 5.17 µM; Q8NCG7; HEK293T DAGLB membrane lysate, EnzChek fluorogenic substrate; 340,000 compounds, 0.059% hits; in the data active means inhibition above about 34%;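 further: 0% = enzyme with vehicle and 100% = wells lacking enzyme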
Target sequence (Q8NCG7 whole entry, looked up): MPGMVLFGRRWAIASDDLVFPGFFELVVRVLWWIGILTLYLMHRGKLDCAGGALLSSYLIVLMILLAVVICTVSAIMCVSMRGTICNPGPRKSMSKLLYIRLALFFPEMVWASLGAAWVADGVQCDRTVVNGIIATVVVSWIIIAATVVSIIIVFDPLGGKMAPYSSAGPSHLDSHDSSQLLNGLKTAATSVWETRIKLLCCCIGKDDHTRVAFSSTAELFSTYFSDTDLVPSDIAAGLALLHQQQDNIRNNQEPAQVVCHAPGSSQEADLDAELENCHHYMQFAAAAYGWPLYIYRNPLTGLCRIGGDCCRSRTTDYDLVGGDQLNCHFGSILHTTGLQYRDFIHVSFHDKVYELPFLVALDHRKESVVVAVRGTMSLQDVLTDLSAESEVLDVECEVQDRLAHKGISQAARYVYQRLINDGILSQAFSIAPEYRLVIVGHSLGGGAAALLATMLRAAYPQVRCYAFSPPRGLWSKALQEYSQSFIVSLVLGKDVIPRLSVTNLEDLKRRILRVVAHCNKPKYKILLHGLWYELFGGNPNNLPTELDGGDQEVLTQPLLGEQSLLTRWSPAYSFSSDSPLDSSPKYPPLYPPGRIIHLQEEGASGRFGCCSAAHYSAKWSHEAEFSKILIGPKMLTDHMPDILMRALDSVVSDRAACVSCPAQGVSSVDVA
PvdQ inh: P. aeruginosa PvdQ acylase inhibition | 340,000 compounds, 0.063% hits | AID 488965 | purified PvdQ acylase, fluorescence plate reader | inhibition, % at 10 µM; in the data active means inhibition above about 30%, passing the limit was not always enough;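 further: 0% = vehicle neutral wells and 100% = reference inhibitor wells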
Rtt109 HAT inh: inhibitors of Candida albicans Rtt109/Vps75 histone acetyltransferase. inhibition, % at 34.9 µM. 330,000 compounds, 0.16% hits. Q5AAJ8. purified Rtt109/Vps75, ThioGlo CoA-SH fluorescence, 4 h;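 active means inhibition of at least 50% in every replicate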
Target sequence (Q5AAJ8 whole entry, looked up): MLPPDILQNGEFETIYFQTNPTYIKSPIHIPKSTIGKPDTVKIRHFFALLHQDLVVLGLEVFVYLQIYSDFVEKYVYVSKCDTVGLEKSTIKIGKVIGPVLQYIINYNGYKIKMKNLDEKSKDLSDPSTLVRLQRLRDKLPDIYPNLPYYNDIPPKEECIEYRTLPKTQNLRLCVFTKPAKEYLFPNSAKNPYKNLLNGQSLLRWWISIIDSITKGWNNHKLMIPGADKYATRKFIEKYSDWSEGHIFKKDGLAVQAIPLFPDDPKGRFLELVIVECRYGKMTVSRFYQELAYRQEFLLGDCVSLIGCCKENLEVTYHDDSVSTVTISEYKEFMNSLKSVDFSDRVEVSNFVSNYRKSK
AddAB inh: less growth of phage-infected E. coli with AddAB; E. coli expressing H. pylori AddAB, absorbance growth; inhibition, % at 11.9 µM; 330,000 compounds, 0.29% hits; AID 435030; in the data active means inhibition above about 12%;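 further: 0% = vehicle wells of infected cells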
PfHsp90 yeast 2: reduces growth (ATP signal) of yeast expressing P. falciparum Hsp90 | inhibition, % at 9.4 µM | 310,000 compounds, 0.32% hits | S. cerevisiae expressing PfHsp90, BacTiter-Glo ATP, 48 h; yeast lacking PDR1 and PDR3 efflux regulators;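 active means every replicate shows inhibition above about 80%, whatever the replicate mean, limit read from the data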;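 further: 0% = DMSO neutral controls and 100% = 20 µM radicicol positive controls; yeast relying on Plasmodium falciparum Hsp90 in place of its own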
CAL PDZ FP: blocks peptide binding to human CAL PDZ domain. Q9HD26. purified CAL PDZ, TMR-peptide fluorescence polarization, 1 h. 330,000 compounds, 0.02% hits. inhibition, % at 20 µM;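 active means highest replicate inhibition of at least 40%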;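 further: plate controls were DMSO neutral control wells for no effect and unlabeled competitor peptide control wells for full effect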
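Control set: unlabelled peptide and DMSO controls / Material: purified CerCALP PDZ construct / Timing: 1 h incubation at room temperature before polarization reading / Doses: 20 µM, one dose / Detection: fluorescence polarization (mP)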
The depositor's hits bear a star; · = not tested or not shown; & = joins results of further samples. A portion of the library; the hit share may differ from the screen's.

SMILES | Wnt act | Tat transport | phage Ecoli inh | Ecoli viability | DAGLB inh | PvdQ inh | Rtt109 HAT inh | AddAB inh | PfHsp90 yeast 2 | CAL PDZ FP
O=C(OCC(=O)c1ccc([N+](=O)[O-])cc1)/C(=C\c1ccc(Cl)cc1)NC(=O)c1ccccc1 | 1.3 | -1.1 | 2.1 | -0.2 | -7.3 | 2.9 | · | 0.4 | · | -3.0
O=P(C(=Nc1ccc(Cl)cc1)N1CCOCC1)(N1CCOCC1)N1CCOCC1 | -1.5 | 4.0 | 1.3 | -3.1 | -1.8 | -5.9 | -7.7 | -1.4 | -18.1 | -1.1
N=C1c2ccccc2CN1NC(=O)c1ccc(Br)cc1 | 2.9 | -1.4 | 5.8 | 1.6 | -3.0 | -3.0 | -1.1 | 2.7 | -9.4 | -2.1
NS(=O)(=O)c1nc[nH]c1[N+](=O)[O-] | -26.2 | -3.2 | 0.3 | · | -0.6 | 5.1 | 1.0 | · | 20.5 | 0.7
CC(c1ccccc1)n1cncc1C(=O)O (stereo not given) | · | -0.1 | 2.0 | -1.4 | 0.8 | 1.9 | 10.4 | 0.4 | -9.2 | -1.2
Fc1ccccc1CCNCc1cccc2ccccc12 | · | -11.6 | 2.5 | 1.5 | -2.6 | -2.1 | 5.8 | 3.1 | 4.5 | -2.4
CC(=O)N1N=C2C3CCN(CC3)C2C1c1cccc2ccccc12 (stereo not given) | -3.8 | -4.8 | -0.1 | -0.4 | 1.0 | 6.5 | 3.0 | -1.9 | -8.2 | 0.6
Cc1ccc(-n2c(/C=C/c3ccccn3)nc3ccccc3c2=O)cc1 | 0.0 | -4.4 | -1.3 | · | 1.8 | -17.3 | 2.5 | · | -32.9 | -0.6
C[C@H]1CCC/C=C/[C@@H]2C[C@H](O)C[C@H]2[C@@H](O)/C=C/C(=O)O1 | -5.8 | -6.7 | 0.7 | · | -3.1 | -17.9 | 4.1 | · | 16.5 | -1.0
CC12CC[C@H]3[C@@H](CCC4(O)C[C@H](O)CCC34/C=N/NC(=O)c3ccccc3O)C1(O)CCC2C1=CC(=O)OC1 (stereo not given in full) | -21.4 | 0.4 | 4.1 | -0.8 | -0.6 | -7.5 | 4.5 | 0.7 | 9.1 | -2.7
Cc1nn(Cc2c(Cl)cccc2Cl)c(Cl)c1C(=O)O | -1.3 | -4.4 | 2.7 | 1.5 | 1.1 | -3.3 | 3.8 | 1.5 | 5.2 | -0.6
CCCCCCN1CCN(c2ccc(Cl)cc2)CC1 | 0.2 | 4.0 | 3.1 | 1.8 | -6.8 | -4.8 | -4.2 | 1.0 | -19.3 | -1.2
COP(=O)(OC)C(NC(=O)C(C)(C)C)=C(Cl)Cl | · | -6.5 | 3.8 | 0.6 | 7.1 | -19.7 | -12.5 | 0.8 | -9.0 | 0.4
O=[N+]([O-])c1cc(-n2cnnn2)c(O)c([N+](=O)[O-])c1 | 2.7 | 28.5 | 1.5 | 0.6 | 6.7 | -4.1 | 2.8 | 6.7 | -8.9 | 0.6
C=CCn1c(O)c(/C=N/NC(=O)c2ccncc2)c(=O)[nH]c1=O | 1.0 | -5.7 | 1.3 | 1.3 | -2.9 | -6.3 | -0.8 | 0.3 | 1.9 | -0.2
NC(=O)CSP(=O)(c1ccccc1)c1ccccc1 | · | -4.0 | 1.5 | -1.3 | -2.3 | -6.9 | -302.0 | 0.9 | -13.7 | 0.4
CC(C)C(=O)Nc1ccc(S(=O)(=O)N2CC3CC(C2)c2cccc(=O)n2C3)cc1 (stereo not given) | 0.5 | 4.1 | 3.7 | 0.9 | -0.6 | -6.7 | 9.1 | 2.3 | -15.2 | -2.7
COC(=O)C1=C(c2ccc(-c3ccccc3)c(F)c2)C[C@@H]2CC[C@H]1N2C(=O)N1CCCCC1 | -13.4 | 10.4 | 1.0 | 0.0 | -10.0 | 15.9 | -2.8 | 3.5 | 3.8 | -0.1
COC(=O)C1=C(c2ccc(C(C)=O)cc2)C[C@@H]2CC[C@H]1N2C(=O)NCc1ccc2c(c1)OCO2 | 3.4 | -6.5 | 0.2 | 0.2 | -0.8 | -11.2 | 7.4 | 3.2 | -15.3 | 1.1
CC1CCCCN1C(=O)c1ccc(N2CC3CC(C2)c2cccc(=O)n2C3)c([N+](=O)[O-])c1 (stereo not given) | 1.3 | -4.3 | 3.3 | -2.6 | -0.8 | -0.9 | 8.3 | -0.2 | -0.3 | 0.7
COc1cc2c(cc1OC)-c1c(OC)c(OC)cc3c1C(C2)N(C)CC3 (stereo not given) | 2.5 | -3.5 | 1.4 | -2.7 | -0.6 | -2.4 | -2.8 | 0.0 | -7.9 | 0.0
COc1ccc(N2C(=O)/C(=C/c3ccc(N(C)C)o3)C(=O)NC2=S)cc1 | -0.7 | -1.0 | 1.0 | -2.1 | -2.5 | -17.0 | 3.4 | -1.5 | 32.5 | -1.9
Cc1ccc2c(c1)=C/C(=C\c1c(O)[nH]c(=O)[nH]c1=O)C(=O)N=2 | -3.7 | 0.2 | 3.8 | -1.9 | -7.2 | 2.3 | 9.3 | 0.5 | 9.9 | 0.4
c1ccc(NC2=NCCS2)cc1 | 1.4 | -4.7 | -2.0 | 1.8 | 1.4 | -16.3 | -24.1 | 1.9 | -21.1 | -0.6

Record cards, from the list above. Values in the order: Wnt act | Tat transport | phage Ecoli inh | Ecoli viability | DAGLB inh | PvdQ inh | Rtt109 HAT inh | AddAB inh | PfHsp90 yeast 2 | CAL PDZ FP
COP(=O)(OC)C(NC(=O)C(C)(C)C)=C(Cl)Cl is listed with · | -6.5 | 3.8 | 0.6 | 7.1 | -19.7 | -12.5 | 0.8 | -9.0 | 0.4
c1ccc(NC2=NCCS2)cc1 is listed with 1.4 | -4.7 | -2.0 | 1.8 | 1.4 | -16.3 | -24.1 | 1.9 | -21.1 | -0.6
C=CCn1c(O)c(/C=N/NC(=O)c2ccncc2)c(=O)[nH]c1=O is listed with 1.0 | -5.7 | 1.3 | 1.3 | -2.9 | -6.3 | -0.8 | 0.3 | 1.9 | -0.2

The results go on.
SMILES | Wnt act | Tat transport | phage Ecoli inh | Ecoli viability | DAGLB inh | PvdQ inh | Rtt109 HAT inh | AddAB inh | PfHsp90 yeast 2 | CAL PDZ FP
CC(C)OCC(O)CN1CC2C[C@@H](C1)Cn1c2cccc1=O (stereo not given in full) | 2.6 | 6.8 | 0.9 | 1.6 | 0.9 | -6.7 | -6.6 | -1.3 | -15.9 | 0.4
CN1CCN(c2ccc(S(=O)(=O)C(F)(F)F)cc2[N+](=O)[O-])CC1 | -1.7 | 1.1 | 3.8 | 0.0 | 4.0 | -8.7 | -9.1 | 4.6 | 4.4 | -3.1
O=C(CN1CCCC1=O)NCCc1ccccc1 | · | 6.5 | 4.0 | -3.0 | 2.6 | -0.7 | 15.0 | 1.4 | -10.1 | 0.1
O=C(c1ccccc1F)c1cn(Cc2ccccc2)c2ccccc12 | · | 14.4 | 3.7 | 0.8 | -7.8 | -9.6 | -30.4 | 0.8 | 29.8 | -0.5
O=C(Nc1ccccc1OC(=O)N1CCCCC1)N1CCCCC1 | -0.4 | -3.4 | 1.9 | -1.4 | 1.3 | -9.7 | -3.3 | 2.1 | · | 0.5
CN1CCN(c2ncnc3nc[nH]c23)CC1 | -0.4 | -11.5 | 4.5 | 1.0 | -3.1 | -11.9 | -0.5 | 2.4 | 13.0 | -0.4
CCN(CC)c1ccc(N=Cc2c(O)[nH]c(=O)[nH]c2=O)cc1 | -0.5 | 4.2 | 0.7 | -1.2 | 2.2 | 0.1 | 0.1 | -0.7 | 10.5 | -0.9
C[C@]12CC[C@@H](O)CC1=CC(=O)C1C2CC[C@]2(C)C(=O)CCC12 (stereo not given in full) | -2.0 | -0.3 | 2.2 | 1.7 | -4.0 | -18.8 | 1.7 | 0.2 | -11.9 | 1.0
COCCNC(=O)CN1C(=O)C(C)N=C(c2ccccc2)c2cc(Cl)ccc21 (stereo not given) | -0.2 | 7.9 | 1.4 | -1.0 | 0.8 | 11.5 | 6.5 | -0.7 | 2.2 | -0.8
O=C1CC(=O)N(c2cccc(Br)c2)C(=O)N1 | -1.3 | -4.1 | 0.2 | -1.0 | 1.7 | -22.6 | 6.3 | -1.2 | 21.4 | -2.1
COc1cc(OC)c(C=O)c(OC(=O)N(C)C)c1 | -0.9 | 0.9 | 1.6 | 0.8 | 1.4 | -8.2 | · | 2.4 | -18.7 | -0.2
O=C1NC(=S)NC(=O)C1=Cc1ccc(OCC(=O)N2CCCC2)cc1 | -3.8 | -5.9 | 1.3 | -0.6 | -1.9 | 16.1 | 15.0 | -0.6 | -14.4 | -1.0
NNC(N)=O | 3.7 | -1.4 | 4.2 | -0.4 | 0.3 | -20.9 | 2.7 | -2.1 | -14.3 | -0.1
Cc1nn(C2CCOC(C)(C)C2)c2c1C(c1ccc(OC(C)C)cc1)SCC(=O)N2 (stereo not given) | -5.4&-1.6 | -2.8 | 3.4 | -0.2 | -25.2 | -40.1 | -6.8 | 2.1 | 19.2 | -0.9
CCOc1ccc(N=Cc2c(O)n(CCc3ccc(OC)c(OC)c3)c(=O)[nH]c2=O)cc1 | 11.2 | 4.4 | 0.9 | 0.7 | 1.5 | -9.8 | -5.1 | 0.4 | 2.5 | -0.4
CCCCC1C(=O)NC(=S)N(C)C1=O (stereo not given) | 3.1 | 5.7 | 1.0 | · | -2.5 | -14.2 | 7.6 | · | 1.8 | 0.5
C=CCN1C(=O)NC(=O)/C(=C/c2ccc(OCC(=O)Nc3ccc(C)cc3)cc2)C1=O | 4.1 | -4.3 | -0.8 | · | -2.7 | 0.3 | 11.9 | · | 0.0 | -2.1
CC1(C)NCCN2C(=O)CSC21 (stereo not given) | · | -3.2 | 2.3 | 1.3 | 2.2 | 6.1 | 18.0 | 2.7 | -8.7 | -0.4
COC(=O)c1ccc(NC(=O)NC(=O)Oc2ccccc2)cc1 | 6.8 | -1.8 | 1.6 | 1.8 | 0.7 | 3.7 | 7.2 | 2.0 | -2.3 | -1.5
CC1CN(C(=O)CCC(=O)N2CCC3(CC2)OCCO3)c2cc(Cl)ccc2O1 (stereo not given) | -4.4 | 6.2 | 2.1 | -0.8 | 0.8 | 1.6 | -4.8 | 1.7 | -1.3 | 0.1
COc1ccc(CN2CC=C(c3ccc(F)cc3)CC2)cc1Br | 1.7 | 16.3 | 2.5 | · | -16.7 | -0.9 | 1.1 | · | -0.1 | 0.3
COc1ccc(F)cc1C(=O)C1CCCN(Cc2ccc(O)cc2)C1 (stereo not given) | -0.9 | 3.5 | 1.3 | 0.5 | -2.5 | -3.1 | -0.3 | 1.8 | -7.8 | 0.1
CC(=O)Cc1ccc(OC(C)C)cc1 | 18.9 | 18.6 | 0.3 | -3.4 | 0.9 | -13.2 | -9.5 | -1.8 | 5.0 | -0.3
CC(C)n1c(=O)c(C=Nc2ccc(Cl)cc2)c(O)n(Cc2ccco2)c1=O | -4.7 | · | -0.5 | -0.2 | · | · | · | 2.1 | · | ·
Cc1cc(Oc2cc(NN3CCCCC3)c([N+](=O)[O-])cc2[N+](=O)[O-])ccc1[N+](=O)[O-] | -1.5 | -5.6 | 1.5 | -0.9 | -4.8 | 5.0 | 7.0 | 3.4 | 14.8 | -0.4
CCOc1cc(/C=C2\C(=O)NC(=O)N(CCc3ccc(F)cc3)C2=O)ccc1O | -1.4 | -0.7 | 1.4 | -1.0 | 9.8 | 3.4 | 3.9 | 3.0 | 21.1 | -1.4
CCC1(CC)C(=O)NC(=O)N(c2ccccc2)C1=O | 2.8 | 2.8 | 2.3 | · | -1.5 | -25.6 | -10.3 | · | 18.0 | -0.2
CCOC(=O)c1cc(C(O)(C(=O)OC)C(F)(F)F)c(/N=C/N(C)C)o1 (stereo not given) | -4.9 | 17.8 | -0.5 | -0.2 | 4.4 | 2.5 | -9.1 | 0.3 | 3.5 | ·
